S100A4 inh HTS = inhibitors of human S100A4 binding to myosin IIA peptide; P26447; S100A4/TAMRA-MyoIIA peptide fluorescence polarization; inhibition, % at 10.7 µM; 360,000 tested, 0.14% active; AID 652163;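 active = mean inhibition of at least 70% across replicates, with every replicate also reaching that level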
Target sequence (P26447 whole entry, looked up): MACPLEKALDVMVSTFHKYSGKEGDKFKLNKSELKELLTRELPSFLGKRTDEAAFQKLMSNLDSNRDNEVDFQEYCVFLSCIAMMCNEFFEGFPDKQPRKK
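incubation = readout 5 min after mixing, signal stable up to 60 min | system = S100A4 monomer protein | buffer or medium = HEPES pH 7.2 with CaCl2, KCl, NaCl, DTT, Triton | benchmarks = neutral control DMSO, positive control TFP | also added = fluorescent myosin IIA peptide, 5 nM | compound dosing = one concentration per compound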
PGC1a acetyl inh = PGC1a acetylation modulation, inhibitor mode | U2OS PGC1a acetylation, AlphaScreen anti-acetyl-lysine; with virally co-expressed GCN5 acetyltransferase | inhibition, % at 15.6 µM | 350,000 tested, 0.17% active | AID 651687;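 active = every replicate shows inhibition of at least 40%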;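 also: 0% = neutral control wells and 100% = positive control wells; some results beyond the cut were filed as inactive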
PglD DTNB = inhibitors of Campylobacter jejuni PglD acetyltransferase; purified PglD enzyme, DTNB colorimetric CoA detection; inhibition, % at 12.5 µM; 360,000 tested, 0.098% active; AID 602405; in the data active = inhibition above about 16%, passing the limit was not always enough; also: strong numbers were not always called active
PAX8 reporter = PAX8 transcriptional activity inhibition; RMG-I TPO-luciferase reporter, SteadyGlo, 24 h; inhibition, % at 12.6 µM; 360,000 tested, 1.2% active; AID 652154;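 active = mean replicate inhibition at least 60% with every replicate also reaching 60%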;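 also: luciferase light reporting Pax8 driven TPO promoter activity; plate controls were median of neutral control wells for no effect and mitoxantrone controls for full effect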
ERAP1 HTS inh = ERAP1 (human) enzyme inhibition; Q9NZ08; recombinant ERAP1, Leu-AMC fluorescence, 60 min; inhibition, % at 10.7 µM; 340,000 tested, 0.15% active; AID 652197;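 active = mean replicate inhibition of at least 30%, or all replicates individually reaching that 30% level; inactive = mean below 30% and not every replicate reaching it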;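 also: 0% = neutral control wells and 100% = L-leucinethiol positive control wells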
Target sequence (Q9NZ08 whole entry, looked up): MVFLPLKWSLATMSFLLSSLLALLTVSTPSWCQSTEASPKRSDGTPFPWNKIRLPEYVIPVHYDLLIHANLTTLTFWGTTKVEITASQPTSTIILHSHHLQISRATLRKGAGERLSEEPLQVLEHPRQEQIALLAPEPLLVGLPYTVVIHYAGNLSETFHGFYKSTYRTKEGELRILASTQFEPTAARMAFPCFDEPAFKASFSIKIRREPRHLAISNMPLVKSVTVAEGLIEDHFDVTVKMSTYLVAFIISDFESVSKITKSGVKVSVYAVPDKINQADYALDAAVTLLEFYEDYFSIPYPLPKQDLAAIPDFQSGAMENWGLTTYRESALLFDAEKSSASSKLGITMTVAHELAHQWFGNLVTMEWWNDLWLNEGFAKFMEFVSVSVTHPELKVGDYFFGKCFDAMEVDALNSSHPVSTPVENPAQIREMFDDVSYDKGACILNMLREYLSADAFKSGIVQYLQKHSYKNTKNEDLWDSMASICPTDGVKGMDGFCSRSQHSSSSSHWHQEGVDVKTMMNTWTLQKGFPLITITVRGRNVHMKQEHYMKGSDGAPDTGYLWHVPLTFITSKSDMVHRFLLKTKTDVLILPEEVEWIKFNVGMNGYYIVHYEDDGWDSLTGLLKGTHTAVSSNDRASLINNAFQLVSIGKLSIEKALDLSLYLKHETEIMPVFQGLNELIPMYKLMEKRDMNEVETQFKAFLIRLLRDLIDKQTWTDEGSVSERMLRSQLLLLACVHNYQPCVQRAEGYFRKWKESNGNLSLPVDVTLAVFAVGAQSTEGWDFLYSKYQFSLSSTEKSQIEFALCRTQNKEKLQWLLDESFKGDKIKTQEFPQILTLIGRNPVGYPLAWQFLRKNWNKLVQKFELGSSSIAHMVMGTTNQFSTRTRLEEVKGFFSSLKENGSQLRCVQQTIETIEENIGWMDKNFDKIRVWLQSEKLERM
LGR2 inh = inhibitors of bursicon-induced Drosophila LGR2 receptor cAMP signaling. HEK293 LGR2, CRE-luciferase, bursicon-stimulated, 4 h. inhibition, % at 9.99 µM. 380,000 tested, 0.35% active;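 active = drop in luminescence signal, shown as inhibition above about 50% in the replicate tests, limit read from the data, passing the limit was not always enough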;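 also: agonist challenge used bursicon conditioned medium at about half maximal strength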
EWS-Fli inh = blocks EWS/Fli oncoprotein-driven transcription; inhibition, % at 12.6 µM; A673 NR0B1-luciferase reporter, viability-normalised; 350,000 tested, 0.67% active;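 active = mean inhibition of at least 50% after viability correction, with every replicate also passing that limit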;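 also: firefly luciferase signal divided by Alamar Blue viability fluorescence both relative to DMSO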
FN deposit inh = fibronectin deposition inhibition. AH1F fibroblasts, Alexa488-fibronectin deposition fluorescence, overnight. inhibition, % at 12.6 µM. 350,000 tested, 0.086% active. AID 743247;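 active = mean inhibition across replicates of 30% or more, regardless of how many single replicates reach that level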;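 also: positive control wells lacked labelled fibronectin entirely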
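Material: AH1F fibroblast monolayer depositing Alexa488-labelled fibronectin into matrix | Input: 10000 AH1F cells/well | Medium: DMEM plus 2% serum, read in PBS | Reagent: Alexa488-fibronectin, 24 nM final in well | Compound dosing: One dose per compound, pinned | Schedule: 1 h adhesion, overnight exposure | Measured by: Fluorescence at 485 nm excitation, 525 nm emission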
Starred values were filed as active, the others as inactive; . = no result given.

Results follow in this order: S100A4 inh HTS, PGC1a acetyl inh, PglD DTNB, PAX8 reporter, ERAP1 HTS inh, LGR2 inh, EWS-Fli inh, FN deposit inh
(1) C[C@@H]1CN([C@H](C)CO)C(=O)CCCn2cc(nn2)CO[C@H]1CN(C)Cc1cccc(C(F)(F)F)c1
    -5, -3, 0, ., 3, -20, 2, -22
(2) CN(C)C(=O)[C@H]1[C@H](CO)[C@H]2Cn3c(ccc(-c4ccccc4)c3=O)[C@@H]1N2C(=O)C1CCC1
    -4, ., 2, ., -1, 12, -3, .
(3) CN(C)C(=O)c1ccccc1-c1ccccc1
    ., -9, -10, -4, ., ., ., 4
(4) COc1ccc(NC(=O)N(C)C[C@@H]2Oc3ccc(NS(=O)(=O)c4ccc(OC)cc4)cc3CC(=O)N([C@H](C)CO)C[C@H]2C)cc1
    13, -4, -2, -1, 2, 5, 0, .
(5) Cc1cc(N=Nc2ccccc2)cc(C)c1NC(=O)C(F)(F)F
    -3, ., ., ., 1, -62, -60, 2
(6) Cc1cccn2c(CN(C)C3CCOC3)c(C(=O)N3CCCCC3)nc12 (centres undefined)
    5, 9, -1, 0, -4, -12, 13, .
(7) CCc1ccc(N2CCN(CCNC(=O)Nc3ccc(OC)cc3)CC2)cc1
    -13, ., -16, 30, -3, 8, -6, -3
(8) O=C(COC(=O)C1Cc2ccccc2CN1C(=O)c1ccccc1)Nc1ccc(SC(F)F)cc1 (centres undefined)
    2, ., ., 21, 25, -8, -5, 0
(9) O=C(C[C@@H]1C[C@@H]2c3cc(NC(=O)CC4CC4)ccc3O[C@@H]2[C@H](CO)O1)NCC(F)(F)F
    7, 5, -2, 4, -4, 21, -2, 5
(10) CC1Cc2ccccc2N1c1ncnc(N)c1[N+](=O)[O-] (centres undefined)
    -4, ., ., -15, -8, 64*, 7, .
(11) C[C@@H]1CN([C@@H](C)CO)C(=O)Cc2cc(NC(=O)Nc3ccccc3)ccc2O[C@H]1CN(C)Cc1ccc(C(=O)O)cc1
    11, 7, 0, 6, 2, 12, -3, .
(12) Cc1cc(C(=O)Nc2ccccc2C(=O)N2CCCCC2)ccc1[N+](=O)[O-]
    -1, ., -4, 28, 3, ., -3, 1
(13) CCCNC(=O)[C@H]1[C@H](CO)[C@H]2Cn3c(ccc(C4=CCCC4)c3=O)[C@@H]1N2C(=O)CC1CC1
    -7, ., 4, -12, 1, 5, -6, .
(14) COc1ccccc1S(=O)(=O)N1C[C@H](O)COC[C@H]2O[C@@H](CC(=O)O)CC[C@@H]21
    10, 1, 0, -4, 0, -12, 0, 0
(15) CCS(=O)(=O)N1CCCCN2[C@H](C1)[C@H](c1ccc(-c3ccccc3F)cc1)[C@@H]2CO
    -6, -9, 0, -27, 5, 13, 0, .
(16) CCOC(=O)C1=CCN(S(=O)(=O)c2ccc(Cl)cc2)C1c1ccc(Br)cc1 (centres undefined)
    -4, ., ., 0, -3, 11, -5, -2
(17) CCc1ccc(N2CC(C(=O)N/N=C/c3ccccc3OC)CC2=O)cc1 (centres undefined)
    -1, 6, -4, -10, -4, 4, -14, -3
(18) O=C(Cc1c(F)c(F)c(F)c(F)c1F)Nc1nc(-c2ccccc2)cs1
    -1, ., 0, -7, 3, 14, -48, -3
(19) CN(CC(=O)Nc1ccccc1Cl)CC(=O)c1c(N)n(Cc2ccccc2)c(=O)n(C)c1=O
    -4, 5, 0, -14, -2, 6, 12, 16
(20) Oc1ccccc1N=Cc1c(O)ccc2ccccc12
    -5, -25, -7, 19, 0, 3, 17, -3
(21) CCCCn1nnnc1C(c1cc2ccccc2o1)N(C)Cc1ccc(Cl)cc1 (centres undefined)
    -3, ., ., 6, -1, -1, 9, 9
(22) Cc1ccc(OCCSc2nc(NC(C)C)nc(NC(C)C)n2)cc1
    0, -1, ., 50, -5, ., 9, 4
(23) CC(C)CC#Cc1cnc2c(c1)C(=O)N([C@H](C)CO)C[C@H](C)[C@@H](CN(C)C(=O)Nc1ccccc1F)O2
    5, -7, 2, ., 0, -9, -1, 10
(24) CC(=O)N1N=C(c2ccc(Br)cc2)CC1c1cn(C)c2ccccc12 (centres undefined)
    ., ., -3, -10, ., -6, ., -3
(25) COc1ccccc1-c1cc2nc(NCCOc3ccccc3)ccn2n1
    -4, ., -1, 15, -5, -2, 5, -6
(26) COc1ccc(-c2nc3ccccc3c(=O)n2CCOc2ccc(C)cc2C)cc1
    ., -2, 4, 10, ., 2, ., -1
(27) O=C(CSc1nnc(COc2ccc(Br)cc2)o1)N1CCOCC1
    69, ., -2, -14, -5, 9, -25, -12
(28) C[C@@H]1CN([C@H](C)CO)C(=O)CCCn2nncc2CO[C@H]1CN(C)C(=O)Nc1ccccc1
    9, 0, -1, 4, -1, 1, -14, -2
(29) CN(CC1CCCN(CCc2cccc(C(F)(F)F)c2)C1)C(=O)c1cc2ccccc2o1 (centres undefined)
    1, -14, 3, 31, -4, 3, 18, 2
(30) C[C@@H](C(=O)Nc1ccc2ccccc2c1)[C@H]1C[C@]1(C)[C@H](NS(=O)(=O)c1ccc(-c2ccccc2)cc1)c1ccccc1
    -2, ., ., 31, ., 6, 3, -4
(31) C[C@@H]1CCCCO[C@@H](CN(C)C(=O)Nc2ccc(F)cc2)[C@@H](C)CN([C@H](C)CO)C(=O)c2cc(NC(=O)Nc3cccc4ccccc34)ccc2O1
    31, -4, 4, -11, 2, 12, 3, -4
(32) COc1cccc(-c2cnc3c(c2)C(=O)N([C@@H](C)CO)C[C@@H](C)[C@H](CN(C)C(C)=O)O3)c1
    -58, 0, 2, ., -1, -11, -9, -2
(33) CN1CCN(CCNC(=O)Nc2ccc([N+](=O)[O-])cc2)CC1
    6, ., ., -5, 0, 3, 12, -2
(34) CCN(C(=O)CSc1ncccc1C(=O)O)C1CCCCC1
    -3, ., ., 7, -3, 2, 2, 4
(35) COc1ccc(/C(O)=C2/C(=O)C(=O)N(CCCN3CCOCC3)C2c2ccc(Cl)cc2)cc1 (centres undefined)
    -3, 10, 24*, -1, 0, 5, 2, .
(36) CCc1ccc2nc(N(CCN(C)C)C(=O)c3ccc4ncsc4c3)sc2c1
    5, ., 1, ., 26, -78, -27, -18
(37) COc1ccc(-n2c(SCC#N)nc3c(sc(=S)n3-c3ccccc3)c2=O)c(OC)c1
    -4, 6, 0, 9, 1, -8, -28, -3
(38) C[C@H]1CN([C@@H](C)CO)C(=O)c2cccc(NS(=O)(=O)c3cccs3)c2O[C@H]1CN(C)Cc1ccc(C(=O)O)cc1
    -1, 10, 15, ., 1, -8, -4, .
(39) Nc1nnc2c(C(F)(F)F)nc3ccccc3n12
    -13, -10, 4, 18, 2, -13, -6, 4
(40) COc1ccc(C2(C)NC(=O)N(CC(=O)c3cc(C)n(C4CC4)c3C)C2=O)cc1OC (centres undefined)
    -13, -3, 5, 8, 1, -18, 6, .
(41) CC1CCCN(C(=O)COc2ccc(Nc3ccccc3)cc2)C1 (centres undefined)
    2, -3, ., -11, -4, 3, -6, 4
(42) CCOC(=O)C1CCN(C(=O)CCc2nnc3ccc(N4CCC(C)CC4)nn23)CC1
    -5, -9, 6, -21, -2, 14, 9, -1
(43) C/C(=N\NC(=O)c1ccc2c(c1)OCO2)c1ccc(O)cc1
    5, 16, ., -59, -4, -6, -83, -2
(44) C[C@@H](NC(=O)C[C@@H]1CC[C@@H]2[C@H](COC[C@H](O)CN2C(=O)Nc2cccc(Cl)c2)O1)c1ccccc1
    10, -8, -1, -40, -6, -7, -15, -4
(45) CCN(C)C1CN(Cc2cn(Cc3ccc(C(F)(F)F)cc3)nn2)S(=O)(=O)C1 (centres undefined)
    4, ., ., 14, ., 6, 3, -3
(46) O=C(NC1CCCC1)C(c1cccnc1)N(Cc1ccccc1F)C(=O)c1csnn1 (centres undefined)
    -13, ., 5, -9, -3, -12, 7, -2
(47) CN(C)c1ccncc1C(=O)Nc1ccc(F)cc1F
    2, 5, ., -9, -2, -6, -6, 3
(48) CCN(CC)S(=O)(=O)c1ccc2oc(C(=O)NC(C)C)c(C)c2c1
    ., 13, -2, 24, ., ., ., -6
(49) O=C(CN1CCOCC1)N/N=C/c1ccc(-c2ccc(C(=O)O)cc2)o1
    -1, 15, ., 22, 93*, 2, 5, -2
(50) CC(C)NC(=O)COc1nncc2ccccc12
    -4, ., -10, 6, 1, 23, 2, 1
(51) Cc1ccc(-n2ncc3c2CCCC3NC(=O)CCN2CCCC2=O)cc1C (centres undefined)
    -7, 0, -1, 3, -2, -6, 0, -4
(52) CNC[C@@H]1Oc2ncc(-c3cccc(C(=O)N(C)C)c3)cc2C(=O)N([C@H](C)CO)C[C@@H]1C
    4, 29, 1, -5, -3, 7, 3, 4
(53) CSc1nc2nccc(/C=C\c3ccccc3)n2n1
    ., 50*, 1, 63*, ., ., ., 0
(54) O=C1CCc2ccccc2N1
    -2, 8, 0, -14, 2, 6, -2, 1
(55) COc1ccc(CCNC(=O)c2ccc(CSc3ccccc3)o2)cc1
    21, 2, ., 6, -3, -4, 5, .
(56) OCCNc1ncnc2c1ncn2[C@H]1CN(Cc2ccncc2)C[C@@H](CO)O1
    -1, -16, 6, -36, -7, -9, -7, 18
(57) O=C(O)c1ccc2c(=O)n3c(nc2c1)/C(=C/c1ccc(Cl)c([N+](=O)[O-])c1)CC3
    -6, 12, 1, -4, 3, 19, -6, 3
(58) C[C@@H]1CN([C@H](C)CO)C(=O)c2cc(NC(=O)Cc3cn(C)c4ccccc34)ccc2O[C@@H]1CN(C)Cc1ccc(C(=O)Nc2ccccc2N)cc1
    -6, 8, 3, ., -3, -4, 25, -11
(59) O=C(CSc1ncnc2c1nnn2Cc1ccccc1)NC1CCCCC1
    2, 4, -2, 3, 0, 23, -5, 0
(60) CCN(CC(=O)Nc1ccccc1OC)C(=O)CN1C(=O)NC(C)(c2ccccc2)C1=O (centres undefined)
    -13, 0, -2, 1, -1, 1, 1, -15

An excerpt of these results, as a markdown table.
| nr | mol | S100A4 inh HTS | PGC1a acetyl inh | PglD DTNB | PAX8 reporter | ERAP1 HTS inh | LGR2 inh | EWS-Fli inh | FN deposit inh |
| --- | --- | --- | --- | --- | --- | --- | --- | --- | --- |
| 54 | O=C1CCc2ccccc2N1 | -2 | 8 | 0 | -14 | 2 | 6 | -2 | 1 |
| 55 | COc1ccc(CCNC(=O)c2ccc(CSc3ccccc3)o2)cc1 | 21 | 2 | . | 6 | -3 | -4 | 5 | . |
| 56 | OCCNc1ncnc2c1ncn2[C@H]1CN(Cc2ccncc2)C[C@@H](CO)O1 | -1 | -16 | 6 | -36 | -7 | -9 | -7 | 18 |
| 57 | O=C(O)c1ccc2c(=O)n3c(nc2c1)/C(=C/c1ccc(Cl)c([N+](=O)[O-])c1)CC3 | -6 | 12 | 1 | -4 | 3 | 19 | -6 | 3 |

Compound activity from PubChem.
